RAD52 inh: blocks human RAD52 DNA annealing. P43351. recombinant RAD52 DNA annealing, FRET fluorescence. inhibition, % at 18.7 µM. 360,000 compounds, 0.46% hits;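 active = every replicate showing at least 50% inhibition; inconclusive = mean inhibition at least 50% but not in every replicate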
GSIS activator: GLuc luminescence reporter in INS-1E cells, primary screen for activators of glucose-dependent secretion of insulin; activation, % at 16.6 µM; 370,000 compounds, 0.61% hits; AID 743287; INS-1E GLuc reporter insulin secretion, 2-3 h;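 active = lowest replicate activation of at least 40%, so every replicate reaches that level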;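 note: 0% = median of neutral control wells and 100% = median of IBMX positive control wells; some compounds called inactive have numbers as strong as hits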
DENV2 CPE rescue: inhibitors of DENV2 cytopathic effect | DENV2-infected cells, cytopathic effect rescue, plate reader | 350,000 compounds, 1.7% hits | CPE inhibition, % at 9.99 µM; in the data active = CPE inhibition above about 20%, passing the limit was not always enough; inconclusive = no clear call, values can overlap the other calls; tested in BHK-21 cells;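 note: 0% = median of neutral control wells and 100% = median of positive control wells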
Xi reactivation: reactivates the inactive X chromosome in mouse fibroblasts; XiGFP mouse fibroblasts, % GFP-positive cells imaging, 3 d; cells co-treated with 5-aza-dC sensitizer; scaled so ellipticine positive control = 100%; activation, % at 7.58 µM; 360,000 compounds, 0.055% hits; AID 743238;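 active = mean normalized replicate activation at least 10% and every replicate at or above 10%; inconclusive = only one of the two criteria met; inactive = mean below 10% and not all replicates reach 10%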;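 note: 0% = median of on-plate neutral control wells and 100% = ellipticine 6 µM median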
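Material: XiGFP fibroblasts, SV40-immortalized. Buffer or medium: DMEM plus 5-aza-dC sensitizer. Compound: single concentration per compound, delivered by pin transfer. Times: 3 days compound exposure. Controls: ellipticine 6 µM.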
Casp6 inh: blocks human caspase-6 cleavage activity | purified caspase-6, Z-VEID-R110 cleavage fluorescence | inhibition, % at 12.5 µM | 350,000 compounds, 0.53% hits;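 active = mean inhibition across replicates at least about 35%, with every replicate also reaching that limit, limit read from the data; inconclusive = only one of the two criteria met; inactive = neither criterion met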;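 note: 0% = median of neutral control wells and 100% = no fluorescence left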
Target sequence (P55212 24-179 limits assumed): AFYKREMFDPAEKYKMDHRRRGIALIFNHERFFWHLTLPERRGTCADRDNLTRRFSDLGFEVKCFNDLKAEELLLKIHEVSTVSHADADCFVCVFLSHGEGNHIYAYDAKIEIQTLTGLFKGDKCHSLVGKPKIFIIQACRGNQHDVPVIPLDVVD
Target sequence (P55212 194-293 limits assumed): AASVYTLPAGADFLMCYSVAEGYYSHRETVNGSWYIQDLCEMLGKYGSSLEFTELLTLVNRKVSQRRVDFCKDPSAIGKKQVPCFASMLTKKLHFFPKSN
RAD54 inh: RAD54 (human) branch migration inhibition; RAD54 Holliday junction branch migration, FAM/BHQ fluorescence; inhibition, % at 10.4 µM; 360,000 compounds, 0.14% hits;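 active = mean normalized replicate activity at least 40 and at least half of replicates scoring 40 or more; inconclusive = only one of the two criteria met; inactive = mean below 40 and under half of replicates reaching 40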;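 note: 0% = median of neutral control wells and 100% = median of positive control wells; inhibitors cause a drop in the FAM fluorescence signal; in these data hits start at about 50%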
F508del corr: CFTR F508del correction in bronchial cells | CFBE cells, YFP halide quenching; stimulated with forskolin plus potentiator P3; % fluorescence drop versus neutral controls | activity (quench increase), % at 7.58 µM | 350,000 compounds, 0.36% hits;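 active = mean added fluorescence quench of at least 8% versus neutral control, with both replicates also reaching 8%; inconclusive = only one of the mean or replicate conditions met; inactive = mean below 8% and not both replicates reaching 8%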;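 note: cells transiently co-express mutant CFTR-F508del with the halide-sensitive YFP; corrector assay measuring rescue of mutant channel to the surface after 24 h compound exposure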
E-selectin induc: E-selectin induction on HUVECs. 260,000 compounds, 0.37% hits. P16581. HUVEC E-selectin immunofluorescence imaging; normalized: neutral wells 0, TNF-alpha wells 100. activation, % at 7.58 µM. AID 686992;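 active = mean E-selectin-positive cell signal at least 10% of the positive control, reached in at least 60% of replicates, without over 20% cell loss; inconclusive = no rule given, readout overlaps actives, possibly toxicity-flagged; inactive = the rest, including those meeting only one limit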;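 note: in these data hits start at about 27%; measured in HUVEC primary endothelial cells; signal is the percent of cells scored E-selectin positive by PE staining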
Target sequence (P16581 whole entry, looked up): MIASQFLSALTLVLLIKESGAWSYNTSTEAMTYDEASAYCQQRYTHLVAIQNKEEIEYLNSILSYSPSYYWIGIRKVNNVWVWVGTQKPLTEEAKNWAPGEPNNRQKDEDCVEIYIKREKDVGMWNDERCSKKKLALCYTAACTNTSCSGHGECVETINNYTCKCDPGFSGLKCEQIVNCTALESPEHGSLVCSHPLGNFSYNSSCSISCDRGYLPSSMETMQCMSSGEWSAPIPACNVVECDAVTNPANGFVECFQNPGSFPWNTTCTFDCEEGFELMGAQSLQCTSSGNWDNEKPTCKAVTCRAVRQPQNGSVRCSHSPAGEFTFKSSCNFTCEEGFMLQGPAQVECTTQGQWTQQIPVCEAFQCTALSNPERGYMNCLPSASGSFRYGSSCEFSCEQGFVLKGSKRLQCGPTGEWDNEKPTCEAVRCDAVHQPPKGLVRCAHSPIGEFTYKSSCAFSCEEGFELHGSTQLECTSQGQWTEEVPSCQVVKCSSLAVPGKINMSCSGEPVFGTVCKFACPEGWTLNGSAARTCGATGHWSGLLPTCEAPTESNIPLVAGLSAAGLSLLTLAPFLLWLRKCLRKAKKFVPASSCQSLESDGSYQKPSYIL
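System: HUVEC / Compound: single concentration / Signal: immunofluorescence imaging / Read-out: percent E-selectin-positive cells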
The depositor's hits bear a star; ? = inconclusive; · = not tested or not shown.

SMILES | RAD52 inh | GSIS activator | DENV2 CPE rescue | Xi reactivation | Casp6 inh | RAD54 inh | F508del corr | E-selectin induc
Cc1nccn1CC(=O)N/N=C/c1c[nH]c2ccccc12 | -1 | -9 | 5 | 0.0 | -1 | 8 | 1.8 | 1.5
O=C(CO/N=C/c1ccccc1OC(F)F)N1CCc2ccccc21 | -25 | 5 | -5 | 0.2 | -1 | 5 | 6.4 | -0.2
CCOC(=O)C(NCCc1ccccc1F)(NC(C)=O)C(F)(F)F (configuration not stated) | 1 | 0 | 4 | -0.1 | -2 | · | · | -1.2
CC1CCN(c2cc(N(C)CCO)c([N+](=O)[O-])c3nonc23)CC1 | -6 | 0 | -10 | 0.1 | 5 | 10 | · | ·
Cc1noc(C)c1COc1ccc(CC(=O)NCc2ccccc2)cc1 | -16 | 0 | 9 | 0.9 | 2 | · | ? | 4.9
Cc1ccccc1-c1cnc2c(c1)C(=O)N([C@H](C)CO)C[C@H](C)[C@H](CN(C)Cc1ccncc1)O2 | 10 | 2 | 7 | 0.4 | -1 | 7 | 2.7 | -5.4
COc1cccc(Nc2n[nH]c(=S)s2)c1 | -10 | 13 | -3 | -0.2 | 2 | · | · | -2.4
COCCCN1C(=O)C(=O)/C(=C(/O)c2ccc(S(=O)(=O)N3CCCCC3)cc2)C1c1ccc(OC)cc1 (configuration not stated) | 7 | -2 | 8 | 0.0 | 3 | -5 | -2.6 | ·
CCOC(=O)c1c(C)[nH]c(C(=O)OCC(=O)N(CC)c2c(N)n(Cc3ccccc3)c(=O)[nH]c2=O)c1C | -140 | -3 | -5 | 0.1 | 1 | 6 | 6.2 | ·
Cc1ccccc1CN1CCCC(C(=O)N2CCCCC2)C1 (configuration not stated) | -10 | 7 | 2 | 0.0 | -1 | 9 | 0.6 | ·
O=C1CSC(c2ccccc2F)N1c1ccccc1F (configuration not stated) | -15 | 28 | 0 | 0.0 | 3 | -3 | -3.3 | 0.4
Cc1cc2occ(CC(=O)NC3(C)CCS(=O)(=O)C3)c2cc1C (configuration not stated) | -5 | 6 | -2 | 0.0 | -1 | 1 | 0.3 | -0.5
CCOc1ccc(C2NC(=O)C(C#N)=C(S)N2c2cccc(C)c2)cc1OC (configuration not stated) | -9 | -10 | ? | 0.0 | 3 | · | -0.2 | 0.4
COc1ccc(-c2ccc(OC)c([C@H]3[C@H]4C=CC[C@@H](C)[C@@H]4C(=O)N3Cc3ccccc3)c2)cc1 | -9 | 1 | -3 | 0.0 | -3 | 2 | 2.1 | -0.2
COc1ccc(NC(=O)CN(C)S(=O)(=O)c2ccc3[nH]c(=O)oc3c2)cc1 | -17 | -2 | -2 | 0.0 | 0 | -5 | 0.2 | 13
CC(=O)N1c2ccc(S(=O)(=O)N3CCCCC3)cc2CC1C(=O)NCc1cccc(Cl)c1 (configuration not stated) | -15 | 45 | 0 | 0.0 | -2 | 8 | -1.0 | -0.3
N#CC(=C(O)CN1CCN(c2ccccc2F)CC1)c1nc(-c2ccccc2)cs1 | -15 | 1 | -1 | -0.1 | 4 | · | 1.0 | 0.1
COc1ccccc1CN1CC(C(=O)NCCn2nc(C)cc2C)CCC1=O (configuration not stated) | -14 | 20 | ? | 0.0 | -4 | 7 | -1.7 | -0.2
CCCOC(=O)c1ccc(NC(=O)c2cc(Cl)ccc2OC)cc1 | -20 | 10 | -12 | 0.0 | -4 | 9 | -1.9 | -0.2
Cc1noc(C)c1S(=O)(=O)N(C)C[C@H]1OCc2cn(nn2)CCCC(=O)N([C@@H](C)CO)C[C@H]1C | 1 | 11 | 2 | 0.2 | -1 | -9 | -1.5 | 0.0
O=C(C[C@H]1CC[C@H]2[C@@H](COC[C@@H](O)CN2S(=O)(=O)c2ccccc2)O1)N1CCOCC1 | 13 | 5 | 0 | 0.0 | -2 | -3 | 0.7 | 0.0
Cc1nc(N)c(C#N)c(-c2ccc3c(c2)OCO3)c1C | 1 | 19 | -3 | 0.0 | -3 | 1 | 0.0 | ·
Cc1ccc(S(=O)(=O)N(C)C[C@H]2Oc3ccc(NC(=O)Cn4cnnn4)cc3CC(=O)N([C@@H](C)CO)C[C@@H]2C)cc1 | 3 | 8 | -6 | -0.4 | 0 | -7 | -1.9 | -0.2
COc1cccc(C(=O)Nc2cc(C(=O)NCc3ccc(C)cc3)ccc2N2CCC3(CC2)CC(c2ccccc2)=NO3)c1 | -10 | -4 | 5 | 0.0 | · | -3 | 6.5 | -0.2
CCNC(=O)[C@H]1[C@H](CO)[C@H]2Cn3c(cccc3=O)[C@@H]1N2C(=O)C1CCC1 | 4 | 0 | 3 | 0.0 | 2 | 7 | -2.4 | 0.4
CN1C(=O)[C@H]2[C@@H](/C=C/c3ccccc3)N3C(=O)CN(Cc4ccccn4)C(=O)[C@@]3(C)[C@H]2C1=O | -9 | · | 1 | 0.0 | 1 | -5 | 0.4 | 0.1
c1ccc(CN2CCOCCOCCOCC2)cc1 | -12 | 0 | -4 | -0.1 | 0 | · | -1.3 | -0.1
O=C(O)COc1c(-c2ccc(Cl)cc2)oc2ccccc2c1=O | -2 | -32 | 2 | 0.7 | 1 | · | 4.0 | ·
COc1ccc(Cl)cc1S(=O)(=O)Nc1noc2ccccc12 | -5 | 14 | -7 | 0.0 | 2 | 7 | -4.4 | -0.1
Cc1ccc(S(=O)(=O)Nc2ccc3c(c2)CC(=O)N([C@H](C)CO)C[C@H](C)[C@@H](CN(C)Cc2ccc(-c4ccccc4)cc2)O3)cc1 | 67* | -9 | -7 | -1.1 | 0 | 3 | 0.8 | -0.1
COC(=O)c1ccccc1C(=O)N1CCC(CCC(=O)NC2CC2)CC1 | -13 | 8 | -13 | 0.2 | -4 | 7 | 0.8 | ·
COc1cccc(NC(=O)N2C[C@H](O)COC[C@H]3O[C@H](CC(=O)NC4CCC4)CC[C@@H]32)c1 | 0 | 9 | 15 | 0.2 | 3 | 3 | 0.5 | 0.0
CCCS(=O)(=O)NC(=O)C1(C)CCN(C(=O)c2cc(C)nn2C(C)(C)C)C1 (configuration not stated) | 4 | 4 | -3 | -0.1 | -1 | 8 | 1.1 | -0.3
O=C(Nc1ccccc1)N1CC(=O)N2[C@H](CO)[C@H](c3ccc(C#CC4CCCCC4)cc3)[C@@H]2C1 | -14 | -21 | 14 | 0.0 | 3 | · | -2.4 | 0.2
COc1ccc(CNC(=O)C2CCCN(S(=O)(=O)c3ccc(-n4cnnn4)cc3)C2)cc1 (configuration not stated) | -21 | -5 | ? | 0.0 | 16 | 19 | 1.6 | 0.2
CCN(CC)c1ccc(/C=N/n2c(C)nc3ccccc3c2=O)cc1 | -13 | 9 | 5 | 0.0 | -2 | 7 | -0.5 | 0.0
Fc1ccc(-n2cc(CNCCc3ccncc3)c(-c3ccccc3Cl)n2)cc1 | -11 | 5 | 4 | 0.0 | -3 | -12 | 1.5 | ·
CC(Oc1ccc(Cl)cc1Cl)C(=O)N(C)c1ccccc1 (configuration not stated) | -13 | 2 | 0 | 0.0 | 2 | -2 | 1.1 | ·
Cc1ccc(S(=O)(=O)N(C)C[C@H]2OCc3ccccc3-c3c(n(C)c4ccccc34)C(=O)N([C@@H](C)CO)C[C@H]2C)cc1 | 23 | 7 | 13 | 0.3 | -3 | -3 | 7.0 | 0.0
O=C(CCc1ccc(O)c(O)c1)N/N=C/c1ccc2c(c1)OCO2 | -3 | 15 | -19 | 0.0 | 13 | -4 | -0.4 | -0.9
COC(=O)[C@]1(CC(C)C)N[C@H](c2ccc(-c3ccc(F)cc3)c(OC)c2)[C@@H]2C(=O)N(C)C(=O)[C@@H]21 | -1 | -19 | · | 0.0 | 1 | 0 | -1.8 | 0.0
Cc1cc(C)n2nc(CC(=O)NC3CCCCCCC3)nc2n1 | -6 | -1 | 8 | · | 1 | 2 | 0.9 | ·
O=C(NCCS(=O)(=O)N1CCN(c2ccccc2)CC1)C1CC(=O)N(c2ccc(F)cc2)C1 (configuration not stated) | -13 | -9 | -1 | 0.1 | 1 | 10 | -0.4 | ·
COc1ccc(C(C)(C)C)cc1NC(=O)c1[nH]c(C)c(C(C)=O)c1C | -9 | -36 | 7 | 0.1 | -1 | 3 | -0.2 | ·
CC(=O)Nc1ccc(NC(=O)CS(=O)(=O)c2cn(CC(=O)N3CCCCC3)c3ccccc23)cc1 | -2 | 26 | -8 | -0.1 | 0 | 0 | -2.5 | -0.4
O=C(Nc1ccc(F)cc1)c1ccc2snnc2c1 | 3 | 9 | -1 | 0.0 | 1 | -3 | -1.1 | ·
O=c1cc(N2CCOCC2)[nH]c(=O)n1-c1ccc(Cl)cc1 | -19 | -4 | -8 | 0.0 | -2 | 4 | -2.1 | -1.6
O=C(CNC(=O)c1ccccc1Cl)OC1CCOC1=O (configuration not stated) | -11 | -11 | 1 | 0.0 | 1 | 0 | -1.2 | -5.0
COc1ccc(NC(=O)N(C)C[C@@H]2OCCCC[C@@H](C)Oc3ccc(NS(C)(=O)=O)cc3C(=O)N([C@H](C)CO)C[C@H]2C)cc1 | -3 | -4 | 9 | 0.0 | 2 | 8 | 0.4 | 0.2
NC(=O)c1ccc(NC(=O)C2CC(=O)N(c3ccc4c(c3)OCCO4)C2)cc1 (configuration not stated) | -11 | -5 | -6 | 0.1 | -1 | -3 | 1.0 | -0.5
O=C(Nc1ccc(F)cc1)N1CCCCN2[C@H](CO)[C@H](c3ccc(C#Cc4ccccn4)cc3)[C@H]2C1 | -18 | -19 | -10 | 0.2 | -1 | 4 | -2.0 | -0.2
COc1cccc(C#Cc2ccc3c(c2)O[C@@H](CN(C)C(=O)c2ccccn2)[C@H](C)CN([C@@H](C)CO)S3(=O)=O)c1 | -13 | -22 | 2 | -0.7 | -7 | -1 | 9.8* | -0.1
C=Cc1ccc2c(c1)OCCOCCOCCOCCOCCO2 | -18 | 3 | 5 | 0.0 | 0 | -6 | -1.5 | 1.3
CCOc1cc(C(=O)NC(C)CCc2ccccc2)cc(OCC)c1OCC (configuration not stated) | 6 | 9 | 1 | 0.1 | -1 | 2 | -4.7 | ·
CCCNC(=O)N1CC2(C1)CN(Cc1cccc(F)c1)[C@@H](CO)c1[nH]c3cc(OC)ccc3c12 | · | 11 | 136* | 0.4 | · | · | -2.0 | -0.5
O=C(c1ccc2c(c1)OCO2)N1CC(=O)N2[C@H](CO)[C@H](c3ccc(C#CCC4CCCC4)cc3)[C@H]2C1 | 9 | -17 | 14 | 0.0 | 1 | · | 2.4 | -0.7
Nc1cccc(S(=O)(=O)Nc2ccccc2)c1 | -40 | 0 | -2 | 0.0 | -1 | · | 1.9 | 3.9
COCC(=O)N1[C@H](CO)[C@@H](c2ccccc2)[C@@H]1CN(C)C(=O)c1ccccc1 | 4 | 16 | -13 | 0.1 | -2 | 4 | -1.8 | -0.2

3 structures already listed, sorted by length of the SMILES, lowest first.
SMILES | RAD52 inh | GSIS activator | DENV2 CPE rescue | Xi reactivation | Casp6 inh | RAD54 inh | F508del corr | E-selectin induc
O=C(Nc1ccc(F)cc1)c1ccc2snnc2c1 | 3 | 9 | -1 | 0.0 | 1 | -3 | -1.1 | ·
COCC(=O)N1[C@H](CO)[C@@H](c2ccccc2)[C@@H]1CN(C)C(=O)c1ccccc1 | 4 | 16 | -13 | 0.1 | -2 | 4 | -1.8 | -0.2
CCCNC(=O)N1CC2(C1)CN(Cc1cccc(F)c1)[C@@H](CO)c1[nH]c3cc(OC)ccc3c12 | · | 11 | 136* | 0.4 | · | · | -2.0 | -0.5

Screening results: PubChem BioAssay, Broad Institute
